# Screening results as filed in PubChem BioAssay.
# MITF TRPM1 inh: inhibitors of MITF-dependent TRPM1 promoter reporter, primary screen, cell-based, SK-MEL-5, single point, luciferase; SK-MEL-5 TRPM1 promoter luciferase, 24 h; inhibition, % at 12.5 µM; 330,000 compounds, 0.83% hits;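 active means mean inhibition across replicates of 60% or more, whatever share of single replicates reaches that level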; further: values of inactives mirror those of a sister screen read the other way
# CaV13 FRET inh: Disruptors of the CACNA1D IQ motif to Ca2+-dependent inactivation inhibitor domain association, primary screening, Förster resonance energy transfer in intact living …; AID 743397; 340,000 compounds, 0.098% hits; inhibition, % at 12.3 µM; HEK cells, CFP/YFP FRET ICDI-IQ, plate reader, 10 min; percent FRET-ratio fall versus neutral wells;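 active means mean replicate inhibition of at least 30% and at least 1% of replicates passing that level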;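 further: 0% = median of the neutral control wells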
# PDI turbidity: inhibitors of human PDI, primary screen, biochemical, turbidity, single point, plate reader | Protein disulfide-isomerase (Homo sapiens), P07237 | PDI insulin aggregation turbidity, A650, 90 min | inhibition, % at 10 µM | 350,000 compounds, 0.052% hits;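 active means mean inhibition across replicates of 30% or more, whatever share of single replicates reach that level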;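 further: absorbance from insulin aggregation driven by PDI reduction with DTT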
# NR2E3 ag-1: NR2E3 agonists in two-hybrid cells, primary screen, cell-based, luminescence, CHO-S, Gal4-NCOR/VP16-NR2E3; 360,000 compounds, 0.35% hits; Photoreceptor-specific nuclear receptor (Homo sapiens), Q9Y5X4; inhibition of corepressor binding, % at 3.98 µM; AID 602229, 2012; luciferase;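 active means inhibition above the mean of all tested compounds plus 3 SD, cut at about 70% in these data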;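 further: 0% = DMSO with NR2E3 transfected cells and 100% = cells lacking NR2E3 construct; higher means lower luciferase signal from less NR2E3 corepressor binding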
# Target sequence (Q9Y5X4 whole entry, looked up, the tested form may be a part): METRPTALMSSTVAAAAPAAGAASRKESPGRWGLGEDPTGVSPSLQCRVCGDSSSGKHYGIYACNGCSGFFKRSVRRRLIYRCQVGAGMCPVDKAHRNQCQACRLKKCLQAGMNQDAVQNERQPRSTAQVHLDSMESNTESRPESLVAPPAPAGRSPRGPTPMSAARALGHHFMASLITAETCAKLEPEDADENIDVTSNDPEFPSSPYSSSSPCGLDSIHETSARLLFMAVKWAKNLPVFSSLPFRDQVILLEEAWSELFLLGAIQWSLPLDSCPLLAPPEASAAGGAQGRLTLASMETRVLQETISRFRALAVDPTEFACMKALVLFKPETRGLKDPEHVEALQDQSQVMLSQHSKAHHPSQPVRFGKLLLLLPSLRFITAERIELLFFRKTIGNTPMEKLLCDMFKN
# NR2E3 ag-2: inhibitors of NR2E3-RetCOR corepressor binding, primary screen, NR2E3 agonist project, biochemical, TR-FRET, GST-NR2E3, biotin-RetCOR; 1536-well; inhibition of corepressor binding, % at 4.78 µM; 320,000 compounds, 0.12% hits; AID 2300, 2010;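 active means percent inhibition above the cutoff of mean plus 3 SD of all tested compounds, set per screening campaign, cut at about 20% in these data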;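 further: 0% = DMSO wells and 100% = biotin wells as full block of FRET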
#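 system = GST-tagged NR2E3 plus biotinylated RetCOR corepressor | input = 1.35 nM GST-NR2E3 | also added = 7 nM biotin-RetCOR | schedule = 5 h incubation at 4 °C | measured by = TR-FRET with europium anti-GST and streptavidin-D2, 340 nm excitation | read-out = percent loss of FRET ratio relative to control wells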
# m5-HT2A agonist: mouse Htr2a agonists via beta-arrestin recruitment, primary screen, cell-based, luminescence; 5-hydroxytryptamine receptor 2A (Mus musculus), P35363; activation, % at 7.6 µM; CHO-K1 mHTR2A beta-arrestin complementation; percent of 30 µM serotonin response; AID 624169, 2012; 360,000 compounds, 0.66% hits;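 active means activation above a run cutoff, the mean activation of all tested compounds plus 3 SD, cut at about 14% in these data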;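 further: 0% = plate median of compound wells and 100% = 30 µM serotonin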
# Target sequence (P35363 whole entry, looked up): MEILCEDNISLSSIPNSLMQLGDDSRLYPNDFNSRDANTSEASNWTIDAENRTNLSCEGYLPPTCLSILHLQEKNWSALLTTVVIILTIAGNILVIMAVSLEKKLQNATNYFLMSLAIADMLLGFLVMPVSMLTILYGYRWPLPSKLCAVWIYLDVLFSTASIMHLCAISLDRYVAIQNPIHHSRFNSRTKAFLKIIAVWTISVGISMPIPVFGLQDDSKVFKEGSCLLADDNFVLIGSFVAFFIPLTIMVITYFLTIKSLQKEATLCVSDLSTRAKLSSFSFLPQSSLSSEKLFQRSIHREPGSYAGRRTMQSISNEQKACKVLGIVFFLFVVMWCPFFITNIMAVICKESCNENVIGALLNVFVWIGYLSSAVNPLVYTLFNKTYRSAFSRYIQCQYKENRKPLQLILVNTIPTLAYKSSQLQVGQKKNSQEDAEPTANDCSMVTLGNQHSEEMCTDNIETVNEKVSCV
# HIF-2a inh: HIF-2a reporter inhibitors, primary screen, luminescence, 786-0 RCC cells; 786-0 RCC cells HIF-2a reporter, luciferase luminescence, overnight; inhibition, % at 18.8 µM; 360,000 compounds, 0.72% hits;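 active means inhibition of the luminescence signal of 40% or more relative to plate controls, in a single-dose primary screen at 18.75 µM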
# Shn3 inh set2: reduction of Shn3 3'UTR firefly luciferase signal, primary screen, Schnurri-3 inhibitor project, cell-based, Clone20 osteoblasts, set 2; Clone20 osteoblast Shn3 3'UTR firefly luciferase, 24 h; inhibition, % at 12.5 µM; 360,000 compounds, 0.52% hits;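 active means mean inhibition of at least 75% with every replicate also reaching 75%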;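 further: 0% = median of neutral control wells and 100% = pilot-screen positive control compound; some compounds past the cut are filed as inactive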
# Peg3 prom inh: Peg3 promoter-driven luciferase inhibitors, primary screen, cell-based, HeLa, luciferase luminescence. inhibition, % at 20 µM. HeLa PEG-Prom luciferase reporter, overnight. 360,000 compounds, 1.7% hits;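 active means inhibition of at least 50% at 20 µM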
# Cardio protect: cardioprotection against H2O2-induced cell death, primary screen, uHTS, H9c2 cells, ATPLite luminescence; protection from H2O2 cell death, % at 20 µM; 360,000 compounds, 0.63% hits; AID 588492, 2011; H9c2 cardiomyocytes, H2O2 injury protection, 2 h;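 active means compounds giving at least 50% protection of heart cells from peroxide-induced death in the single-dose screen, raw or plate-pattern-corrected value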;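 further: 0% = DMSO wells with peroxide and 100% = DMSO wells without peroxide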
# iPSC survival up: enhancers of single-cell hiPSC survival, primary screen, ATPlite luminescence. 360,000 compounds, 0.044% hits. 100% = ROCK inhibitor wells, 0% = DMSO. survival enhancement, % at 20 µM; in the data active means survival enhancement above about 18%;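 further: cells exposed to compounds for 16 hours before the ATP read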
# An asterisk follows results filed as active; x = not tested or not shown.
Structure	MITF TRPM1 inh	CaV13 FRET inh	PDI turbidity	NR2E3 ag-1	NR2E3 ag-2	m5-HT2A agonist	HIF-2a inh	Shn3 inh set2	Peg3 prom inh	Cardio protect	iPSC survival up
CCC(=O)Nc1nnc(SCC(=O)N2c3ccccc3CC2C)s1 (configuration not stated)	0	-5	-1	-21	-2	0	9	-2	17	-1	-0.9
Cc1cc(C)cc(-n2nnnc2SCC(=O)Nc2nc(-c3ccc(Cl)cc3)cs2)c1	0	-9	3	-11	0	3	2	3	-2	-1	-0.1
CC(C)NS(=O)(=O)c1ccc(CCC(=O)NCc2ccncc2)cc1	1	-5	-1	-26	3	2	-6	-1	-6	-4	-0.5
CCSc1nnc(NC(=O)CCNS(=O)(=O)c2cc(Br)cnc2N)s1	12	-3	-6	-53	3	-7	22	-10	4	38	7.2
CCOc1ccc(C(=O)NCC2CCCO2)cc1OCC (configuration not stated)	-2	-5	-4	-1	3	0	10	-14	-9	3	3.1
COc1ccc(-c2ccc(/C=N/NC(=O)Cc3nnc(N)s3)o2)cc1Cl	x	-5	-11	-27	2	0	-8	-3	-28	10	-0.4
CC(C)C1Cc2nc(Cl)c(C#N)cc2CO1 (configuration not stated)	8	-5	-2	3	-4	12	10	11	9	0	-0.2
O=C(Nc1cccc(S(=O)(=O)NC2=NCCC2)c1)c1ccccc1	x	-16	7	2	x	1	-6	-4	3	-6	-0.4
O=C(Cc1c(F)cccc1Cl)NNC(=O)c1ccco1	10	-6	1	11	x	-7	4	2	7	3	0.3
O=C(Nc1ccc(-n2cccn2)cc1)C1CCN(Cc2ccccn2)CC1	-17	-3	-2	-29	-1	-1	-18	-2	-6	5	0.3
O=C(/C=C/[C@H]1O[C@@H](n2ccc(=O)[nH]c2=O)[C@H](O)[C@@H]1O)N1CCN(CCc2ccccc2)CC1	x	-4	x	5	x	-6	9	-8	9	2	2.6
CCOC(=O)/C(=N/Nc1ccc(C)cc1)S(=O)(=O)c1ccc(Cl)cc1	-35	x	-4	-47	-1	4	-309	33	-183	-14	0.3
CCN1CCN(Cc2cc(=O)oc3cc4c(cc23)CCC4)CC1	-2	-10	-8	-18	0	-7	15	13	10	9	-1.4
COc1ccc(CC2=CC(=O)c3ccccc3C2=O)cc1	8	-4	-5	-13	-1	-10	22	89*	47	-21	0.4
Cc1nn(C)c(C)c1S(=O)(=O)N1CCC(C(=O)NC2CCCCCC2)CC1	0	-1	x	0	1	-2	3	13	-15	-5	-2.0
Cc1ccc(S(=O)(=O)NC(=O)Nc2cccc([N+](=O)[O-])c2)cc1	-1	-4	-10	-37	-4	8	8	8	2	-2	2.2
C#CCOCCOCCOCCNc1nc(N2CCN(C(=O)Cn3cc(CCO)nn3)CC2)nc(N2CCN(C(=O)[C@H](CCCCN)n3cc(CCCC)nn3)CC2)n1	-20	-10	-3	13	x	0	2	-7	-7	3	-1.9
Cc1ccc(S(=O)(=O)N2CCCCC2)cc1NC(=O)CSc1ncnc2ccccc12	11	-9	3	-20	1	-7	33	5	26	-6	0.4
COCCN(CCOC)c1ncc(Cl)c(C(=O)c2c(C)cc3ccccn23)n1	-3	x	11	7	-1	3	2	-6	25	0	-2.8
CCN1CCN(c2cc(C)c3cc(NC(=O)c4cncc(Br)c4)ccc3n2)CC1	-29	x	10	0	4	-9	29	-13	10	20	-6.2
COc1cc(/C=C(/C#N)C(=O)c2c(C)[nH]c3ccccc23)ccc1OCC#N	5	-18	3	-19	2	0	28	-1	12	19	-0.2
c1ccc2c(N3CCCCC3)ncnc2c1	-3	-4	-3	10	-1	6	15	42	13	-16	-0.7
Cc1nnc(SCC(=O)Nc2nccs2)n(N)c1=O	6	0	3	1	0	-3	15	-2	2	10	-0.3
O=C1NC(=S)SC1=Cc1ccc(Cl)cc1	-4	-19	-6	28	x	0	-303	-48	-126	-19	1.1
COc1ccc(NC(=O)C2(C)Cc3c(-c4ccc(N(C)C)cc4)ccnc3O2)cc1 (configuration not stated)	x	-4	-4	-9	x	4	2	-8	20	1	3.1
COc1cc(CCC(=O)Nc2c(C(=O)N3CCN(c4ccccc4OC)CC3)oc3ccccc23)on1	-9	-7	-8	-6	0	-1	7	16	31	10	0.0
CCOc1cccc(-c2nnc3sc(COc4ccc(OC)cc4)nn23)c1	-11	-4	-5	-37	-2	3	12	-2	6	12	-1.6
COCCNC(=O)CN(CC1CCCO1)C(=O)CCC(=O)Nc1ccccn1 (configuration not stated)	12	1	-17	-31	6	-3	10	-5	6	-7	-1.7
CC(=O)NNC(=O)CN1C(=O)/C(=C/c2ccccc2)SC1=S	0	-6	7	-5	0	-4	-5	-15	6	5	-0.6
Cc1nc2ccccc2c2ncccc12	7	-5	-9	-31	-2	-2	6	22	4	0	-0.5
COc1ccc(Nc2nc(OC)nc(OC)n2)cc1	-21	5	3	-37	-1	-1	-38	-16	-14	5	0.3
COCCNC(=O)C1CCCN(C(=O)Cc2cccc3ccccc23)CC1 (configuration not stated)	x	-5	-3	-23	x	5	7	-16	-5	2	-2.0
CCOC(=O)c1c(C#N)c(SCC(=O)Nc2ccc(OC)cc2)nc2c1CN(CC)CC2	-4	-9	2	11	1	0	-35	-15	11	5	-2.5
O=C(O)c1ccccc1NS(=O)(=O)c1cccc(C(F)(F)F)c1	5	-8	0	13	3	3	3	-2	11	7	2.0
COc1ccc(CNC(=O)CSc2nnnn2-c2ccccc2)cc1	-1	x	5	-12	5	-4	-6	-13	14	4	-0.7
COc1ccc(CCNC(=O)c2nnn(-c3ccc4c(c3)OCCO4)c2N)cc1OC	41	-7	3	66	1	-4	51*	47	-132	1	-1.0
CC(=O)Nc1ccc(S(=O)(=O)Nc2ccc3ccccc3n2)cc1	9	x	7	6	4	3	5	-2	2	-10	0.3
COCCNC(=O)C(=O)NCCN1CCNCC1	-10	-7	0	1	-3	-2	15	-1	5	-6	2.7
CCOC(=O)C1=C(N)N(c2ccccc2Oc2ccccc2)C(=O)C1	5	0	-6	-16	1	3	13	5	3	14	-0.9
O=C(Nc1ccc(F)cc1F)c1csc(-c2ccncc2)n1	6	-5	2	9	7	0	-87	0	-47	3	1.8
CCOC(=O)c1c(-c2ccc(C)o2)csc1NC(=S)NC(=O)c1ccccc1Br	2	-8	-9	-10	2	3	-8	0	23	-3	2.8
CC(=O)Nc1ccc(NC(=O)CSc2ccc(C(F)(F)F)cc2[N+](=O)[O-])cc1	4	-7	6	-12	6	0	7	-17	1	-5	-1.9
CCCOn1nnnc1-c1ccccc1	7	x	-2	6	1	-4	13	-2	4	-2	-0.5
CCOc1[nH]n(-c2ccccc2)c(=O)c1C=Nc1ccc(Cl)cc1	1	-5	1	-6	2	2	7	-14	6	2	-0.3
CCc1ccc(NS(=O)(=O)c2ccc3c(c2)CCN3C(=O)CCC(=O)O)cc1	1	-20	5	11	0	-5	11	1	9	0	-0.5
COc1cc([N+](=O)[O-])ccc1NC(=O)CC(C)C	7	0	9	-26	-3	-2	4	19	17	1	-0.4
CCc1cc(C(=O)N2CCc3c([nH]c4ccccc34)C2c2ccc(OC)cc2F)no1 (configuration not stated)	8	-9	7	-53	-3	-3	-98	1	-11	-11	-0.8
CC(=O)Nc1ccc(S(=O)(=O)N2CCN(Cc3ccccc3[N+](=O)[O-])CC2)cc1	9	7	-1	19	-1	-4	8	28	18	-12	-0.1
C=CCSc1nc(N)c2c(C)c(C)sc2n1	-31	-3	0	-39	-3	-4	-145	-27	-122	-5	-1.6
Cc1cccc(Nc2nc3c(c(=O)n(C)c(=O)n3C)n2Cc2ccccc2)c1	1	x	-7	15	x	7	12	1	-2	3	1.9
N#Cc1ccccc1S(=O)(=O)N1CCN(CC(O)CN2CCOCC2)CC1 (configuration not stated)	-4	-3	-2	-36	-1	-1	-5	-4	17	4	0.4
COc1ccc(OC)c(C(=O)c2coc3ccc(OC(C)=O)cc23)c1	-15	3	18	4	2	6	-27	-8	-69	0	3.7
CC1(Oc2cccc(F)c2)CCN(Cc2ccc3ccccc3c2)C1 (configuration not stated)	x	-10	1	-5	x	1	-6	-14	-20	-7	-0.5
Cc1ccc(OCCNCc2ccccc2)c(C)c1	48	-20	2	-25	2	-1	-33	11	-24	-1	-0.3
CC(C)(C)OC(=O)N[C@H]1C=C[C@H](OC(=O)CC(=O)OCC(F)(F)F)C1	-12	-7	-11	7	x	0	0	-1	-7	-8	-1.2
O=C(CSc1nnnn1-c1ccc2c(c1)OCO2)NCc1cccs1	-12	-5	11	-19	0	0	-63	-8	-22	-4	-2.2
Cc1cc(C)cc(NC(=O)c2ccc3nc[nH]c3c2)c1	-26	3	7	-49	-1	-1	-96	-28	-56	-3	0.1
COc1cccc(NC(=O)CSc2nc(=O)n(Cc3ccncc3)c3c2CCCC3)c1	11	-6	-1	-1	1	1	18	15	18	2	-0.4
CC1=NNC(=O)/C1=C\c1cn(-c2ccccc2)nc1-c1ccc(F)cc1	92*	x	-1	-4	x	1	94*	85	112*	-21	1.0
O=C(NCCc1ccccc1)C1CCN(S(=O)(=O)c2ccc(Br)s2)CC1	-4	-6	-1	-6	0	1	-14	14	-14	1	-2.6

# Next part
Structure	MITF TRPM1 inh	CaV13 FRET inh	PDI turbidity	NR2E3 ag-1	NR2E3 ag-2	m5-HT2A agonist	HIF-2a inh	Shn3 inh set2	Peg3 prom inh	Cardio protect	iPSC survival up
CC(C)(C)NC(=O)C1CCC(CNc2c(N3CCCCC3)c(=O)c2=O)CC1 (configuration not stated)	5	-5	4	15	-1	2	11	6	-2	0	-0.3
c1ccc(-c2csc3ncnc(NCC4COc5ccccc5O4)c23)cc1 (configuration not stated)	42	x	-1	91*	2	-2	7	77	27	-17	-0.8
CC(C)(O)C#Cc1ccc(C(=O)Nc2ccc3c(c2)OCO3)s1	-51	-1	-5	-37	1	3	-222	-30	-349	-5	-0.5
CCOC(=O)N1CCC(n2c(SCC(=O)NCCc3ccc(S(N)(=O)=O)cc3)nc3ccccc3c2=O)CC1	-6	-17	0	0	5	-1	17	-12	13	0	-2.1
